GLP-1R inv ag = acts as inverse agonist at human GLP-1 receptor; actives 1.6% (n = 410,000); P43220; HEK293 GLP-1R CRE-luciferase, luminescence, 24 h; GLP-1R form is constitutively active; Potency, µM (top dose mostly 38.3 µM), for inactives: top-dose activity change, negative = inhibition, hits mostly inhibitors; note: potency is the fitted concentration of half-maximal effect; % is set by controls: 0 for no effect and ±100 for the full control effect; nearly all actives have a fitted effect of over 55% in size
Target sequence (P43220 whole entry, looked up): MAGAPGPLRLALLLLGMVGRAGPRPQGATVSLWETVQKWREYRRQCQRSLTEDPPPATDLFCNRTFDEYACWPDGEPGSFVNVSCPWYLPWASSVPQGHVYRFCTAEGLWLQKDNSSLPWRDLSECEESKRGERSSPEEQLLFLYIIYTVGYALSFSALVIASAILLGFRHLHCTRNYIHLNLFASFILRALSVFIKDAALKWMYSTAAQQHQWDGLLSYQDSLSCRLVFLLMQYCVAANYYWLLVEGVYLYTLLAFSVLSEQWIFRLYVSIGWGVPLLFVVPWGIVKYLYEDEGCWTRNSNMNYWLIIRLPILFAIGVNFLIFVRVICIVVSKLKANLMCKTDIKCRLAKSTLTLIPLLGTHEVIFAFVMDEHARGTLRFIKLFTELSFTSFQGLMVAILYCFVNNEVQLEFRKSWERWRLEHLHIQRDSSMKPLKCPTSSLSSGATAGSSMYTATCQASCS
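GLP-1R inverse agonism mode: basal reporter luminescence in engineered HEK293 cells measured after one day of compound exposure at 37 deg C, with a 12 min room-temperature detection step.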
Abeta rescue = A-beta toxicity reversal in yeast | actives 0.063% (n = 410,000) | yeast expressing A-beta42, growth rescue, OD600, 48 h; response scale: 0% DMSO, 100% iron-clioquinol control | Potency, µM (top dose mostly 46.1 µM), without a hit: at the top dose growth rescue, most hits filed as activators; note: potency is the fitted concentration of half-maximal effect; nearly all actives have a fitted effect of over 55% in size
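Yeast A-beta toxicity model in growth medium with pinned compounds, 48 h at 30 C; growth read as absorbance at 600 nm. Normalized to FeCl3/clioquinol equimolar mix (positive) and DMSO (negative).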
PTHR1 ag = agonists of human PTHR1 parathyroid hormone receptor; Q03431; HEK293 GP2 PTHR1 cells, GloSensor cAMP luminescence, 1 h; Potency, µM (highest dose often 115 µM), without a hit: at the top dose activation, hits mostly activators; actives 0.075% (n = 410,000); AID 743266; note: potency is the fitted concentration of half-maximal effect; nearly all actives have a fitted effect of over 55% in size; some results filed as inactive show a strong effect at the top dose; inactives centre near -15; many of its hits are not listed in these tables
Target sequence (Q03431 whole entry, looked up): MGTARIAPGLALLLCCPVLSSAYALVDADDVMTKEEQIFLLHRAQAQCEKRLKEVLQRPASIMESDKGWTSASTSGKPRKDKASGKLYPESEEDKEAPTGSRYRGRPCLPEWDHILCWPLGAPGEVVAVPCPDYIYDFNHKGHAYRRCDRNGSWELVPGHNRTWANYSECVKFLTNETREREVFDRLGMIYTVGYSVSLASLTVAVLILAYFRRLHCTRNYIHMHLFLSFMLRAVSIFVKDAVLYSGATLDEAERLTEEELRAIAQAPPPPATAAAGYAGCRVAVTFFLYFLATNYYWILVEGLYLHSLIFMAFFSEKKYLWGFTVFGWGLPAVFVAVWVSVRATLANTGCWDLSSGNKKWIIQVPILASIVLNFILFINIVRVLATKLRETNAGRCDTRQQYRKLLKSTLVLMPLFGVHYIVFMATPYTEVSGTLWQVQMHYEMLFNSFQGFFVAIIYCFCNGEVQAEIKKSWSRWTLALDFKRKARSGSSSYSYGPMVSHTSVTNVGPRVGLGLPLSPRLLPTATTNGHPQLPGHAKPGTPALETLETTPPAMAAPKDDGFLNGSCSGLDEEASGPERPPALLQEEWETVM
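HEK-293-derived GP2 cells expressing PTHR1 and a GloSensor cAMP reporter, 3,000/well, plated overnight, given luciferin plus IBMX (each 0.5 mM as added) for 1 h at 37 °C, then compound for 1 h at 37 °C. Luminescence was read after 15 min at room temperature.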
GLP-1R agonist = activates the human GLP-1 receptor. actives 0.007% (n = 380,000). Potency, µM (top dose mostly 45.6 µM), for inactives: top-dose activation, hits mostly activators. HEK293 GLP-1R CRE-luciferase, luminescence, 4-6 h; cells express a hypersensitive GLP-1R form. P43220; note: potency is the fitted concentration of half-maximal effect; % of control where 0% means no effect
FUS suppressor = rescues growth of FUS-expressing yeast; S. cerevisiae FUS-expressing, growth rescue, OD600, 24 h; Potency, µM (doses to about 76.6 µM), for inactives: at the top dose growth rescue (activation), actives largely listed as activators; actives 0.24% (n = 390,000); AID 1347120;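 note: potency is the fitted concentration of half-maximal effect; plate controls were DMSO vehicle for no effect and reference control for full effect; nearly all actives have a fitted effect of over 55% in size; some results filed as inactive show a strong effect at the top dose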
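Steps: raffinose overnight preculture; dilution to OD 0.005 in 2% galactose minimal medium; compound addition (concentration series); 24hr at 30C, 99% humidity; absorbance read at 600 nm.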
D3 antag = antagonists of human D3 dopamine receptor | P35462 | D3R cells, DiscoveRx beta-arrestin luminescence, antagonist mode; active compounds read low | max response, negative = inhibition, % | actives 2.5% (n = 360,000) | AID 652054; in the data active = max response below about -50%; inconclusive = no clear call, values can overlap the other calls; note: % is set by controls: 0 for no effect and ±100 for the full control effect; mostly tested at two doses, the higher about 12 µM
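Cells plated overnight at 1500 cells/well, then exposed to library compounds with dopamine controls for 90 minutes at 37 degrees C. DiscoveRx reagent added for 30–60 minutes at room temperature; luminescence read, quantitative HTS format.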
pAkt inh = Akt phosphorylation inhibition | activity change, % for hits at 50 µM | actives 0.32% (n = 360,000) | AID 651550 | Neuro2A IGF-stimulated pAkt S473 HTRF, 20 min; active compounds read low; in the data active = activity change below about -80%; inconclusive = mostly about -51% to -80%; note: % is set by controls: 0 for no effect and ±100 for the full control effect
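Neuro2A cells in DMEM with 0.5% FBS, overnight at 37 deg C, given compound at single 50 µM final, then IGF (6 nM final) for 20 min at 37 deg C. Lysed; phospho-Akt Ser473 by HTRF after 24 h, 665/615 ratio.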
aSyn yeast inh = alpha-synuclein toxicity inhibition in yeast; actives 0.14% (n = 370,000); Yeast expressing alpha-synuclein, growth rescue, BacTiter-Glo, 24 h; Potency, µM (top dose mostly 46.1 µM), for inactives: at the highest dose growth rescue (activation), most hits filed as activators; note: potency is the fitted concentration of half-maximal effect; % of control where 0% means no effect; nearly all actives have a fitted effect of over 65% in size
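Rescue of yeast growth: cells expressing toxic alpha-synuclein, induced in galactose at OD600 0.02, incubated with compound 24 h at 30 C. ATP luminescence quantified growth; inhibitors of toxicity appear as activators.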
TDP43 rescue = inhibitors of TDP-43 toxicity in yeast; TDP-43 expressing yeast growth rescue, BacTiter-Glo, 24 h; Potency, µM (highest dose often 46.1 µM), for the others: at the highest dose growth rescue (activation), actives largely listed as activators; actives 1.8% (n = 410,000); AID 652104; note: potency is the fitted concentration of half-maximal effect; % of control where 0% means no effect; nearly all actives have a fitted effect of over 50% in size
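In this qHTS, compounds that restore growth of yeast expressing TDP-43 appear as activators. Cells (OD600=0.02, galactose medium, raffinose-pregrown) are incubated with compound 24 hr at 30 deg C and growth is quantified by BacTiter-Glo.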
Active calls of the source: *; i = inactive; ? = inconclusive; · = not tested or not shown; & = joins results of further samples; [ ] = another dose, or the depositor's remark. Unless noted, calls come from the whole dose curve; as a rule, active = well fitted curve in the direction sought with a large enough effect; inconclusive = small, poorly fitted or top-dose-only effect, or another doubt; inactive = no such curve, though single readings can be large; an effect the other way counts as inactive or inconclusive.

Results follow in this order: GLP-1R inv ag	Abeta rescue	PTHR1 ag	GLP-1R agonist	FUS suppressor	D3 antag	pAkt inh	aSyn yeast inh	TDP43 rescue
- C[C@H](CO)N1C[C@H](C)[C@@H](CN(C)C(=O)NC2CCCCC2)Oc2ccc(NC(=O)C3CCCCC3)cc2C1=O
  10%	-4%	-21%	7%	21%	-3	i	2%	7%
- O=S(=O)(c1cccs1)N1CN(CC2CCCO2)c2nc3ccccc3nc21 (configuration not stated)
  8%	-3%	26%[57.5 µM]	0%	17%	13	·	-7%	2%
- COc1cccc(CNc2nc(NCc3cccs3)nc3ccsc23)c1
  ?	-7%	-6%	-3%	16%	-29	i	-19%	-1%
- CCn1nccc1C(=O)Nc1ccc(Cl)cn1
  40%[activator]	3%	i	6%	11%	2	i	1%	30%
- Cn1c(=O)cc(SCC(=O)NCCC2=CCCCC2)c2ccccc21
  ?	7%	-11%	-1%	·	14	i	5%	17%
- COc1ccc(OC)c(C2=NOC(C(=O)Nc3cc(C)on3)C2)c1 (configuration not stated)
  41%[activator]	-9%	i	5%	1%	1	i	9%	13%
- Cc1cc(C)n(-c2nc(O)cc(=O)[nH]2)n1
  18%	2%	i	-2%	-34%	19	i	4%	8%
- CCOC(=O)C1(C)CCCN1C(=O)c1ccc(C)cc1 (configuration not stated)
  2%	10%	-6%	2%	1%	-23	i	0%	5%
- NS(=O)(=O)c1ccc(CCNCc2ccccc2OCc2ccc(F)cc2)cc1
  ?	-18%	-9%	1%	15%	?	i	3%	5%
- CCOc1ccc(-c2cc(C(=O)NC3CCCCC3)[nH]n2)c(C)c1
  19%	-10%	-54%	16%	-13%	7	i	0%	3%
- O=C(Cc1ccccc1)Nc1cccc(S(=O)(=O)N2CCCCCC2)c1
  ?	-6%	-15%	9%	29%	-14	i	11%[1.84 µM]	5%
- COc1cccc(Nc2nc(C(N)Cc3ccccc3)cs2)n1 (configuration not stated)
  ?	-12%	i	0%	-1%	-22	i	-22%	14%
- CC1(C)CC(=O)C(N=Nc2ccc(S(=O)(=O)N3CCCCCC3)cc2)=C(O)C1
  0%	11%	i	-3%	·	8	i	10%	20%
- CC(=O)c1ccc(OCC(=O)Nc2ccc3c(c2)OCO3)cc1
  1%	1%	-1%	7%	-19%	-13	i	-2%	18%
- Cc1ccc(CNCc2c(C(=O)O)n(Cc3ccccc3C)c3cc(C)ccc23)cc1
  14%	-14%	i	·	-19%	·	·	·	6%

Results follow in this order: GLP-1R inv ag	Abeta rescue	PTHR1 ag	GLP-1R agonist	FUS suppressor	D3 antag	pAkt inh	aSyn yeast inh	TDP43 rescue
- COc1ccc(N=Nc2c(N)nn(C)c2N)cc1
  39%[activator]	-3%	i	8%	31%	1	i	0%	-10%
- O=C(NS(=O)(=O)Oc1cccc(Cl)c1Cl)OC[C@@H]1CCCN2CCCCC12 (some centres not stated)
  -1%	-3%	i	-7%	-9%	0	i	0%	11%
- COc1ccc(OC)c(N(CC(=O)N2CCC(C)CC2)S(=O)(=O)c2ccccc2)c1
  -1%	26%	-4%[57.5 µM]	4%	17%	-14	i	11%	-12%
- CCN(C(=O)c1cn(C)c(=O)c2cc(OC)c(OC)cc12)c1ccccc1C
  6%	4%	-5%[57.5 µM]	6%	17%	0	i	1%	8%
- CC(CCc1ccccc1)NC(=O)CN1C(=O)NC2(CCCCC2C)C1=O (configuration not stated)
  -13%	-16%	i	12%	-17%	14	i	-2%	3%
- Oc1ccc(C[C@H]2CNCCN2CCC23CC4CC(CC(C4)C2)C3)cc1
  ?	-5%	14%	13%	-16%	-16	i	0%	9%
- CCS(=O)(=O)N1CCC(C(=O)Nc2cc([N+](=O)[O-])ccc2C)CC1
  16%	·	-19%	-3%	-5%	1	i	6%	18%
- CCOC(=O)c1cnc2ccc(Cl)cc2c1Nc1ccc(N2CCOCC2)cc1
  28%	-48%[inhibitor]	4%	·	-1%	·	·	·	6%
- CC(=O)Nc1ccc(S(=O)(=O)n2cnc(C)c2)cc1
  13%	20%	-22%	-13%	-14%	11	i	0%	14%
- C[C@H](NC(=O)c1ccco1)C(=O)Nc1cc(S(=O)(=O)N2CCCC2)ccc1OCC(F)(F)F
  20%	12%	-19%	7%	-8%	20	i	4%	14%
- CCOC(=O)N1CCN(c2nc3ccc(C(=O)c4ccccc4)cc3n3cnnc23)CC1
  5%	-3%	3%	1%	24%	-18	i	-1%	?
- O=C1C[C@@H]2c3c(cccc3CN1Cc1ccccc1Br)C[C@@H](O)[C@H]2O
  -18%	-10%	-19%	6%	9%	1	i	1%	1%
- CCN1CCN(CCNC(=O)CSCc2nc(-c3ccc(OC)c(OC)c3)oc2C)CC1
  5%	12%	-2%[57.5 µM]	6%	1%	-8	i	1%	-17%
- NNC(=O)c1cc(O)c(O)c(O)c1
  ?	3%	i	3%	-15%	-1	i	-7%	18%
- Cc1ccc(C(=O)Nc2ccccc2)cc1S(=O)(=O)Nc1ccc(Br)cc1
  ?	24%	-25%	·	39%	·	·	·	13µM*

Part of the list above in order of formula weight, high to low.
Results follow in this order: GLP-1R inv ag	Abeta rescue	PTHR1 ag	GLP-1R agonist	FUS suppressor	D3 antag	pAkt inh	aSyn yeast inh	TDP43 rescue
- CCN1CCN(CCNC(=O)CSCc2nc(-c3ccc(OC)c(OC)c3)oc2C)CC1
  5%	12%	-2%[57.5 µM]	6%	1%	-8	i	1%	-17%
- COc1ccc(OC)c(N(CC(=O)N2CCC(C)CC2)S(=O)(=O)c2ccccc2)c1
  -1%	26%	-4%[57.5 µM]	4%	17%	-14	i	11%	-12%
- O=C1C[C@@H]2c3c(cccc3CN1Cc1ccccc1Br)C[C@@H](O)[C@H]2O
  -18%	-10%	-19%	6%	9%	1	i	1%	1%
- CCS(=O)(=O)N1CCC(C(=O)Nc2cc([N+](=O)[O-])ccc2C)CC1
  16%	·	-19%	-3%	-5%	1	i	6%	18%

The results go on.
Results follow in this order: GLP-1R inv ag	Abeta rescue	PTHR1 ag	GLP-1R agonist	FUS suppressor	D3 antag	pAkt inh	aSyn yeast inh	TDP43 rescue
- COCCNC(=O)c1cccc(OC2CCN(Cc3ccccc3C)CC2)c1
  -28%	0%	-8%	-1%	-1%	-16	i	-2%	2%
- O=C(CS(=O)(=O)c1cccc2nsnc12)Nc1cc(F)ccc1F
  -3%	-10%	i	2%	-13%	·	·	-4%	21%
- O=C(Nc1cccc(C(=O)O)c1)Nc1ccccc1Cl
  4.5µM*	-30%	-31%	-4%	16%	16	i	0%	-11%[9.22 µM]
- COc1ccc2c(c1)C(C)CC(C)(C)N2C(=O)CSc1ncn[nH]1 (configuration not stated)
  6%	16%	i	1%	0%	1	i	-6%	-2%
- Cn1c(=O)c2c(nc(-c3ccccc3)n2C)n(Cc2ccccc2)c1=O
  11%	13%	i	17%	·	4	i	6%	?
- Cc1ccc(CNC(=O)CCNS(=O)(=O)c2cccc3nsnc23)cc1
  -17%&5%	11%&-8%	-6%&-22%	7%&-2%	-5%&1%	-24	i	-5%	-10%&24%
- O=c1c2ccccc2nc2ccc(NCc3cccs3)nn12
  31%[activator]	13%	-1%	18%	-11%	2	i	7%	11%
- O=C(CSc1nc2nn(-c3ccccc3)c(=O)c-2c2n1CCCCC2)c1ccc(OC(F)F)cc1
  -16%	2%	-6%	-4%	?	-5	i	-16%	20%
- NC(=O)c1c(-c2ccc(Cl)cc2Cl)csc1NC(=O)Cc1ccccc1
  ?	-5%	-28%	12%	9%	7	i	5%	2%
- CCOC(=O)C1CCCN(C(=O)c2cc3c(C)nc4ccccc4c3o2)C1 (configuration not stated)
  42%[activator]	-2%	i	-6%	13%	39	i	-12%	-17%
- COc1cc(O)c(C(CCN2CCCC(C)C2)c2ccc3c(c2)OCO3)c(OC)c1 (configuration not stated)
  ?	2%	-23%	8%	-13%	-68*	i	2%	10%
- COc1ccc(NC(=O)CSc2ccccc2)cc1S(=O)(=O)N1CCCCC1
  -24%	-18%	-31%[inhibitor]	-2%	·	5	i	14%	-6%
- Cn1cccc1C(=O)NCC1CCCCC1
  -18%	18%	i	8%	27%	-7	i	-7%	11%
- CCSCCOC(=O)C1=C(C)NC2=C(C(=O)CCC2)C1c1coc2ccccc2c1=O (configuration not stated)
  1%	-7%	-6%	3%	12%	8	i	15%	-8%

Profiles, quoted from the list.
Listed for COc1ccc(NC(=O)CSc2ccccc2)cc1S(=O)(=O)N1CCCCC1 : GLP-1R inv ag: -24%; Abeta rescue: -18%; PTHR1 ag: -31%[inhibitor]; GLP-1R agonist: -2%; FUS suppressor: ·; D3 antag: 5; pAkt inh: i; aSyn yeast inh: 14%; TDP43 rescue: -6%
Listed for COc1ccc2c(c1)C(C)CC(C)(C)N2C(=O)CSc1ncn[nH]1 (configuration not stated) : GLP-1R inv ag: 6%; Abeta rescue: 16%; PTHR1 ag: i; GLP-1R agonist: 1%; FUS suppressor: 0%; D3 antag: 1; pAkt inh: i; aSyn yeast inh: -6%; TDP43 rescue: -2%
Listed for O=C(Nc1cccc(C(=O)O)c1)Nc1ccccc1Cl : GLP-1R inv ag: 4.5µM*; Abeta rescue: -30%; PTHR1 ag: -31%; GLP-1R agonist: -4%; FUS suppressor: 16%; D3 antag: 16; pAkt inh: i; aSyn yeast inh: 0%; TDP43 rescue: -11%[9.22 µM]

Compound activity deposited in PubChem by National Center for Advancing Translational Sciences (NCATS).

This is a subset; count on the stated rates, not on these rows.
